Screens deposited in PubChem BioAssay by The Scripps Research Institute Molecular Screening Center.
MITF inh – MITF inhibitors, primary screen, biochemical, AlphaScreen, human; actives 0.91% (n = 650,000); AlphaScreen MITF homodimerization, bead proximity signal; inhibition, % at 2.6 µM; in the data active means inhibition above about 50%;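 further: 0% = vehicle wells with protein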
Target sequence (O75030 whole entry, looked up): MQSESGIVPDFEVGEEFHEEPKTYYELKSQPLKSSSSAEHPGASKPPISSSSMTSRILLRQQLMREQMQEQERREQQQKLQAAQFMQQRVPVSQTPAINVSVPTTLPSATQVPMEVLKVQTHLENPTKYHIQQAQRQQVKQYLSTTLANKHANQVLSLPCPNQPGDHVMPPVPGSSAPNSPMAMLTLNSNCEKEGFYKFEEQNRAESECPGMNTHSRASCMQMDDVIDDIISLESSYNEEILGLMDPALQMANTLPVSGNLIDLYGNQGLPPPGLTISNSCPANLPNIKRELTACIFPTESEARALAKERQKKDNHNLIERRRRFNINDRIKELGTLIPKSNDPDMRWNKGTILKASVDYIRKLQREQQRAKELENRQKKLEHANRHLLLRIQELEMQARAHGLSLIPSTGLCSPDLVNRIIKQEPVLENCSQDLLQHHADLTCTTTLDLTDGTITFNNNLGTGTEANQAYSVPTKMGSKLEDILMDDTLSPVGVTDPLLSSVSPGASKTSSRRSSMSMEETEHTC
FBW7 activator – FBW7 E3 ligase activators, primary screen, biochemical, AlphaScreen, human; F-box/WD repeat-containing protein 7 (Homo sapiens), Q969H0; AlphaScreen FBW7–phospho-cyclin E peptide binding, activator screen; normalized activity (activation), % at 26.1 µM; actives 0.13% (n = 650,000); in the data active means normalized activity above about 1.9%;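 further: purified mutant Fbw7 with reduced substrate affinity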
GPR151 ag – activators of human GPR151, primary screen, cell-based, PathHunter beta-arrestin, luminescence. PathHunter beta-arrestin GPR151 cells. activation, % at 11.2 µM. actives 1% (n = 650,000); in the data active means activation above about 4.9%;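 further: 0% = median of compound wells and 100% = cells with positive control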
Target sequence (Q8TDV0 whole entry, looked up): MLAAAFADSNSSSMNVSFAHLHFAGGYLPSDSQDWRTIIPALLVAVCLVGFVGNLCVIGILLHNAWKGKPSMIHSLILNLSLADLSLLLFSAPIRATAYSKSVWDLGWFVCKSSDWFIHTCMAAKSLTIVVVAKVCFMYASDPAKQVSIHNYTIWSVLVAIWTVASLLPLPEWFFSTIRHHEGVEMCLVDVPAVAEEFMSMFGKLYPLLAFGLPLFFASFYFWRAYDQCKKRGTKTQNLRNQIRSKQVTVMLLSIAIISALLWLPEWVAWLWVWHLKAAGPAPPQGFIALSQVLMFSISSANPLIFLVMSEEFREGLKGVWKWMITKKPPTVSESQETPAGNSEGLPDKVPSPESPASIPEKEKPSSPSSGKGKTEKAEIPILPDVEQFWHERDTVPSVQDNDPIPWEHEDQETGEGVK
TEAD-YAP inh – TEAD-YAP interaction inhibition, primary screen, TEAD-YAP interaction inhibitor project, luminescence, HEK-TIYL cells | TEAD-Gal4/YAP UAS-luciferase luminescence | AID 1259422, 2018 | actives 1.4% (n = 640,000) | inhibition, % at 9.12 µM; in the data active means inhibition above about 32%;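 further: 0% = median of test compound wells and 100% = reference inhibitor wells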
Starred values were filed as active, the others as inactive; · = no result given; & = joins results of further samples.

SMILES	MITF inh	FBW7 activator	GPR151 ag	TEAD-YAP inh
O=C(O)c1cccc(S(=O)(=O)N(CCO)CCO)c1	17	0.7	-0.7	-3
CN1CCN(CCCNC(=O)c2ccc(Cn3c(=S)[nH]c4ccc(Br)cc4c3=O)cc2)CC1	-11	-0.1	0.3	-27
CC(C)(C)c1ccc(-c2cn(-c3ccccc3)c3[n+]2CCCS3)cc1	4	-0.2	1.2	84*
CCOC(=O)c1c(NC(=O)/C=C/c2c(F)cccc2Cl)sc(C(N)=O)c1C	-11	0.1	-0.9	-21
O=[N+]([O-])c1ccc(C2=Nn3c(nnc3-c3cccc(F)c3)SC2)cc1	-8	-0.2	-0.5	-8
CC(C)(C(=O)c1ccccc1)/[N+]([O-])=C/c1ccccc1	-14	-0.1	0.0	-1
CSc1nc2ccc(I)cc2c(=O)n1C	5	-0.1	1.4	-9
CCN(C(=O)C(=O)c1c[nH]c2ccccc12)c1ccccc1C	2	-0.1	0.3	6
Cc1nc(N2CCOCC2)c2c(C)c(C(=O)Nc3ccc(F)cc3F)sc2n1	17	0.1	-0.4	-11
COc1cc(OC)c(NC(=O)c2sc3ncnc(N4CCCCC4C)c3c2C)cc1Cl (stereo not drawn)	6	0.1	0.4	6
Cc1ncc(NS(=O)(=O)c2ccc(NC(=O)Nc3ccc(Cl)c(Cl)c3)cc2)c(C)n1	10	-0.1	-0.1	11
CCOC(=O)Nc1cc(OC)c(OC)cc1Cc1nccc2cc(OC)c(OC)cc12	-10	-0.3	-1.3	-5
CCOC(=O)c1sc(NC(=O)c2cc3n(n2)C(C(F)(F)F)CC(c2ccc(Br)cc2)N3)c(C(=O)OCC)c1C (stereo not drawn)	-1	0.2	0.1	-10
CCc1ccc(NC(=O)CSC2=Nc3ccccc3C3=NC(C(C)C)C(=O)N23)cc1 (stereo not drawn)	16	0.0	0.2	13
CCN(CC)c1ccc(/C=N/NC(=O)c2cc(Cl)ccc2O)c(O)c1	0	-0.1	-0.9	-5

Part of the list above, in markdown.
| SMILES | MITF inh | FBW7 activator | GPR151 ag | TEAD-YAP inh |
| --- | --- | --- | --- | --- |
| CCOC(=O)c1sc(NC(=O)c2cc3n(n2)C(C(F)(F)F)CC(c2ccc(Br)cc2)N3)c(C(=O)OCC)c1C (stereo not drawn) | -1 | 0.2 | 0.1 | -10 |
| CCc1ccc(NC(=O)CSC2=Nc3ccccc3C3=NC(C(C)C)C(=O)N23)cc1 (stereo not drawn) | 16 | 0.0 | 0.2 | 13 |

More structures.
SMILES	MITF inh	FBW7 activator	GPR151 ag	TEAD-YAP inh
O=C(Nc1ccc2[nH]ncc2c1)C1CCN(C(=O)c2ccccn2)C1 (stereo not drawn)	19	-0.3	-0.5	5
CCCn1c(=N)c(C(=O)OC)cc2c(=O)n3ccccc3nc21	-11	0.0	-0.2	-18
O=c1oc2ccc([N+](=O)[O-])cc2c(SCCNc2ccccc2)c1[N+](=O)[O-]	-2	-0.3	-1.4	-6
CCOc1ccccc1Oc1c(C)oc2cc(O)ccc2c1=O	16	0.0	0.2	-1
COc1ccc2nc(SCC(=O)Nc3cccc(F)c3)c(C#N)cc2c1	-16	-0.2	-0.5	-4
O=C(COc1ccc(/C=N/Nc2ccc([N+](=O)[O-])cc2)cc1)Nc1cccc([N+](=O)[O-])c1	2	0.1	-0.8	-7
NS(=O)(=O)c1ccc(NC(=O)CCC2CCCC2)cc1	15	0.0	0.8	11
CC(C)CNC(=O)c1ccccc1NC(=O)C1COc2ccccc2O1 (stereo not drawn)	-12	0.1	-1.5	3
CC(C)(C)NC(=O)C(c1ccco1)N(C(=O)c1csnn1)C1CC1 (stereo not drawn)	27	0.2	-1.1	2
Cc1c(C(=O)N2CCCCC2)sc(NC(=O)c2cccc(F)c2)c1C#N	0	0.4	-0.9	8
COc1ccccc1C1C2=C(CC(C)(C)CC2=O)Nc2ccccc2N1C(=O)Cc1ccccc1 (stereo not drawn)	-10	0.1	0.1	7
COc1ccc(-c2ccc(=O)n(C[C@H](C)NC(=O)c3ccc(=O)[nH]n3)n2)cc1	14	0.1	-0.8	-4
C=CCC(O)(CC=C)CNC1CCN(c2cccc(NC(=O)CC3CCCC3)c2)CC1	2	-0.1	0.2	-3
O=C(c1ccccc1)N1CCN(CCCc2ccccc2)CC1	31	0.2	2.2	-18
c1ccc(-c2ccc(OCCCc3ccccn3)nc2)cc1	13	-0.2	-0.9	-56
CC1=C(C(=O)Nc2ccc(Br)cn2)C(c2ccccc2)C2=C(CC(C)(C)CC2=O)N1 (stereo not drawn)	-13	1.3	-1.1	7
Nc1nonc1C(=O)N1CCCCCC1	9	-0.1	-0.9	0
O=C(CN1CCN(c2ccccc2)C1=O)Nc1cccnc1	10	0.0	-0.8	3
COc1ccc(C(=O)/C=C/c2ccccc2OC)c(OC)c1	10	0.1	0.5	-46
CCCc1n(CC)c2ccccc2[n+]1CC(O)COC1CCCCC1 (stereo not drawn)	-9	0.1	-0.7	5
CCOC(=O)c1ccc(CN(Cc2ccc(C)cc2)S(=O)(=O)c2ccc(F)c(C(=O)Nc3c(C)cc(C)cc3C)c2)cc1	-2	0.1	0.5	-4
CCN(CC)C(=O)C(=O)Nc1ccc(Cl)c(C(F)(F)F)c1	10	0.1	0.4	9
NCCOc1cc(-c2cn[nH]c2)ccc1NC(=O)C1COc2ccccc2C1 (stereo not drawn)	13	0.2	-0.8	41*
CC(C)(C)NC(=O)COC(=O)Cc1ccc(Cl)cc1	116*	0.0	-0.1	-2
Cc1c(NC(=O)C(C)OC(=O)c2cc3c(s2)CCC3)c(=O)n(-c2ccccc2)n1C (stereo not drawn)	80*	-0.3	-0.6	8
O=C(N/N=C/c1c[nH]c2ccccc12)c1ccccc1O	17	0.1	-1.1	-40
Nc1nonc1C(=O)OCC(=O)Nc1ccccc1	2	0.0	2.0	1
O=C(O)c1cccc(NC(=O)c2cccc(N3C(=O)c4ccc(C(=O)Nc5cccc(C(=O)O)c5)cc4C3=O)c2)c1	1	-0.2	-0.5	8
CCN1CCN(C(=S)c2cccc([N+](=O)[O-])c2)CC1	6	0.1	-0.1	4
CCOc1ccc(N(CCC#N)S(=O)(=O)c2cccc([N+](=O)[O-])c2)cc1	-2	0.1	-1.0	1
CCOC(=O)NC(Nc1nc(C2CC2)cs1)(C(=O)OCC)C(F)(F)F (stereo not drawn)	2	0.2	-1.5	2
CC(C)(C)CC(=O)Nc1c(C(=O)Nc2ccc3c(c2)OCCO3)oc2ccccc12	9	0.0	-1.3	4
COc1ccc2c(c1)C(=O)CC(O)(C(F)(F)F)O2 (stereo not drawn)	4	-0.2	-1.1	4
O=S(=O)(NCc1nc(-c2ccccc2)no1)c1ccc(F)cc1	-3	-0.1	-0.6	1
O=C(Nc1cccc(-c2cc3ccccc3oc2=O)c1)c1ccco1	9	0.1	2.3	-8
O=C(NCc1nnc2n1CCN(Cc1ccc(OC(F)(F)F)cc1)CC2)c1ccncc1	12	0.0	4.5	-13
NC(=O)NC(=O)C[n+]1cccc(/C=N/O)c1	3	0.1	0.3	9
COCCN(C)Cc1ccc(OCC(O)CN(C)Cc2ccccc2)cc1 (stereo not drawn)	9	0.0	2.2	10
CC1=C(C(=O)Nc2cc(Cl)ccc2C)C(c2ccccc2C)NC(=S)N1 (stereo not drawn)	-3	-0.1	-0.5	1
Cc1cc(CNCc2c(C(=O)N3C[C@@H](C)O[C@@H](C)C3)nc3sccn23)nn1C	-3	0.0	-0.2	10
CCCC1O[C@@H]2C[C@H]3[C@@H]4CCC5=CC(=O)C=C[C@]5(C)[C@H]4[C@@H](O)C[C@]3(C)[C@]2(C(=O)CO)O1 (stereo partly drawn)	5&15	0.1&-0.1	-0.4&2.7	-5
O=C(c1ccccc1)N1CCN(C(=O)c2cnn3c2NC(c2ccc(Br)cc2)CC3C(F)(F)F)CC1 (stereo not drawn)	3	0.0	0.7	8
CN(C(=O)CSc1nnc(-c2ccco2)o1)c1ccccc1	6	0.0	-2.0	-33
COc1cc2c(cc1OC)C(N/N=C/c1ccc(F)cc1)=NC(C)(C)C2	3	-0.1	0.2	4
O=[N+]([O-])c1ccc(S(=O)(=O)N(O)c2ccc(Cl)cc2)cc1	0	-0.2	-0.1	3
O=C1C(=O)N(CCCO)C(c2ccc([N+](=O)[O-])cc2)/C1=C(/O)c1ccc(Cl)cc1 (stereo not drawn)	11	0.1	0.3	10
CSCC[C@H](NC(=O)[C@H](CC(C)C)NC(=O)[C@H](CO)NC(=O)CN)C(=O)N1CCC[C@H]1C(=O)N[C@@H](CC(C)C)C(=O)N1CCC[C@H]1C(=O)N[C@@H](CC(=O)O)C(=O)NCC(=O)N[C@@H](CC(N)=O)C(=O)NCC(=O)N[C@@H](CC(C)C)C(=O)N[C@@H](CCC(=O)O)C(=O)N[C@@H](CC(=O)O)C(=O)NCC(=O)N[C@@H](CC(N)=O)C(=O)N[C@H](C(=O)N[C@@H](CCCNC(=N)N)C(=O)N[C@@H](Cc1c[nH]cn1)C(=O)N[C@@H](CC(C)C)C(=O)N[C@H](C(=O)N[C@@H](CCC(N)=O)C(=O)N1CCC[C@H]1C(=O)N[C@@H](CCCNC(=N)N)C(=O)NCC(=O)N[C@@H](CO)C(=O)N[C@@H](CCCNC(=N)N)C(=O)N[C@@H](CC(N)=O)C(=O)NCC(=O)N1CCC[C@@H]1C(=O)NCC(=O)N1CCC[C@H]1C(=O)N[C@@H](Cc1c[nH]c2ccccc12)C(=O)N[C@@H](CCC(N)=O)C(=O)NCC(=O)NCC(=O)N[C@@H](CCCNC(=N)N)C(=O)N[C@@H](CCCNC(=N)N)C(=O)N[C@@H](CCCCN)C(=O)N[C@@H](Cc1ccccc1)C(=O)N[C@@H](CCCNC(=N)N)C(=O)N[C@@H](CCCNC(=N)N)C(=O)N[C@@H](CCC(N)=O)C(=O)N[C@@H](CCCNC(=N)N)C(=O)N1CCC[C@H]1C(=O)N[C@@H](CCCNC(=N)N)C(=O)N[C@@H](CC(C)C)C(=O)N[C@@H](CO)C(=O)N[C@@H](Cc1c[nH]cn1)C(=O)N[C@@H](CCCCN)C(=O)NCC(=O)N1CCC[C@H]1C(=O)N[C@@H](CCSC)C(=O)N1CCC[C@H]1C(=O)N[C@@H](Cc1ccccc1)C(=O)O)C(C)C)C(C)C	-78	0.0	0.0	·
CC1=C(C(=O)Nc2cccc(C)n2)C(c2ccc(Br)cc2)C2=C(CC(C)(C)CC2=O)N1 (stereo not drawn)	-3	-0.1	0.2	5
COC(=O)c1ccccc1OC(=O)c1ccc(OC)cc1	5	0.0	-0.3	6
CC(=O)Oc1ccccc1-c1nc2s/c(=C/c3ccccc3)c(=O)n2n1	3	0.1	-1.4	-8
CC(C)CN(Cc1c(O)ccc2c1oc(=O)c1ccccc12)CC(C)C	1	-0.5	-2.0	-3
S=C1NCN(Cc2ccco2)CN1CCc1ccccc1	11	0.0	0.3	16
COc1ccccc1N1C(=O)C2CC(C)=CC(C)C2C1=O (stereo not drawn)	6	0.1	0.0	10
c1ccc2c(CN3CCOCC3)ccnc2c1	16	0.1	-0.3	1
COc1ccccc1/C=C1\SC(c2ccccc2)=NC1=O	-4	0.1	-1.0	0
COc1ccc(/C=C/C(=O)NCC2(c3ccc(OC)c(OC)c3)CCOCC2)cc1OC	-3	0.0	0.2	-8
COC(=O)c1cccc(-n2cc(NC(=O)Nc3cccc(C)c3)cn2)c1	-3	0.5	1.2	-13
COc1cc(C)ccc1OCCCCN1CC(C)OC(C)C1 (stereo not drawn)	34	0.0	0.4	2
O=C(CCn1c(=S)[nH]c2cc3c(cc2c1=O)OCO3)N1CCN(c2ncccn2)CC1	21	0.1	1.1	-3
CCOC(=O)c1[nH]c(C)c(C(=O)Nc2cc(C)ccc2OC)c1C	2	-0.3	1.7	57*

Profiles as entered above. Values in the order: MITF inh	FBW7 activator	GPR151 ag	TEAD-YAP inh
`c1ccc2c(CN3CCOCC3)ccnc2c1` is listed as 16	0.1	-0.3	1
`COc1ccc(/C=C/C(=O)NCC2(c3ccc(OC)c(OC)c3)CCOCC2)cc1OC` is listed as -3	0.0	0.2	-8
`CC(=O)Oc1ccccc1-c1nc2s/c(=C/c3ccccc3)c(=O)n2n1` is listed as 3	0.1	-1.4	-8
`S=C1NCN(Cc2ccco2)CN1CCc1ccccc1` is listed as 11	0.0	0.3	16
`CCOC(=O)c1[nH]c(C)c(C(=O)Nc2cc(C)ccc2OC)c1C` is listed as 2	-0.3	1.7	57*

The listing continues:
SMILES	MITF inh	FBW7 activator	GPR151 ag	TEAD-YAP inh
CC1CCC(NC(=O)C(NS(=O)(=O)c2cccc3nsnc23)C(C)C)CC1 (stereo not drawn)	8	0.2	-0.1	6
O=C1N=C(N2CCOCC2)S/C1=C/c1ccc(O)cc1	8	-0.3	-0.1	47*
Cc1ccc(C(=O)/C=C/c2ccc3c(c2)OCO3)cc1	12	0.1	-0.2	-37
C=CCn1c(SCc2ccc(C(=O)OC)cc2)nc2sc3c(c2c1=O)CCC3	14	0.3	-3.3	15
COc1cccc(-n2c(/C=C/c3cn(C)c4ccccc34)nc3ccccc3c2=O)c1	5	0.1	2.5	-5
Nc1cc(Cc2ccc(O)c(N)c2)ccc1O	28	-0.2	1.4	-5
COC(=O)c1ccc(-c2nc(-c3ccc(OC)c(OC)c3)no2)cc1	1	-0.1	-3.0	-10
